# SNCA viab count – cell viability loss counter-screen. HEK-293-SNCA-luc viability, GF-AFC fluorescence, 24 h. Potency, µM (doses to about 57.1 µM), for inactives: top-dose activity change, negative = cytotoxicity, most hits filed as cytotoxic. actives 0.12% (n = 150,000). AID 1671193;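 further: potency means the concentration at half of the fitted maximal effect; 0% = DMSO-treated cells and -100% = medium-only wells without cells; nearly all actives have a fitted effect of over 30% in size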
#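 HEK-293-SNCA-luc cells (1500/well) plated 24 h, then exposed 24 h to a dilution series; GF-AFC added 30 min at 37C, fluorescence 405/540 nm; normalised to medium-only and DMSO wells, Hill fit.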
# IP6K1 inhibitor – IP6K1 kinase inhibition | actives 0.81% (n = 140,000) | Q92551 | IP6K1 kinase, ADP-Glo luminescence, 2 h; active compounds read low | activity change, % (series mostly up to about 58 µM); in the data active means activity change below about -25%
# Target sequence (Q92551 whole entry, looked up): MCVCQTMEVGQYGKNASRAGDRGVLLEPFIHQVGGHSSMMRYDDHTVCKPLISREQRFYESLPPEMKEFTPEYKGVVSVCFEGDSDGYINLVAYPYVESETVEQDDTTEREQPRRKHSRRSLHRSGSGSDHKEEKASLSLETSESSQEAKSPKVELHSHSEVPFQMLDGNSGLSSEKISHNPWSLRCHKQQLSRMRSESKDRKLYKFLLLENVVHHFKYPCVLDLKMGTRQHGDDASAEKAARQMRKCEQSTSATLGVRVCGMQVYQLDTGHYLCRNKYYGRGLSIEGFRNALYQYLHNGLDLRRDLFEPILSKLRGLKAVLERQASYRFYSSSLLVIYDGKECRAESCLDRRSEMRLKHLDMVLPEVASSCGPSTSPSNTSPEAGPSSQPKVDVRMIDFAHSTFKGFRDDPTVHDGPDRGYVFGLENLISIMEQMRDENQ
#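 ADP-Glo luminescence measures ADP made by human IP6K1 during a 2 h RT reaction with ATP/IP6 (mix at 1.3 mM/130 uM); top library doses 57.5 and 19.1 uM final.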
# HEK cytotox – cytotoxic compounds in HEK 293 cells; HEK 293 viability, ATP luminescence (CellTiter-Glo), 48-72 h; Potency, µM (doses to about 115 µM), inactives show at the top dose activity change, negative = cytotoxicity, usual class: inhibitors; AID 1345083; actives 6.6% (n = 94,000); further: potency means the concentration at half of the fitted maximal effect; nearly all actives have a fitted effect of over 60% in size
#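 HEK 293 cells seeded at 250 cells/well were exposed to compound for 48 or 72 hr at 37 degree Celsius. Viability taken as ATP content by CellTiter-Glo luminescence.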
# SNCA expr inhib – reduces expression of the alpha-synuclein gene | HEK-293 SNCA-luciferase knock-in, luminescence, 24 h | Potency, µM (series often up to 57.2 µM), for the others: at the highest dose activity change, negative = inhibition, usual class: inhibitors | actives 0.17% (n = 140,000) | AID 1671194;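 further: potency means the concentration at half of the fitted maximal effect; plate controls were DMSO cells for no effect and cell-free wells for full effect; nearly all actives have a fitted effect of over 45% in size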
# GPT2 inhibitor – GPT2 alanine aminotransferase inhibition; Potency, µM (series often up to 57.7 µM), inactives show at the top dose activity change, negative = inhibition, actives largely listed as inhibitors; Q8TD30; Recombinant GPT2, coupled pyruvate oxidase/HRP Amplex Red fluorescence; actives 0.25% (n = 100,000); further: potency means the concentration at half of the fitted maximal effect; nearly all actives have a fitted effect of over 60% in size; many of its hits are not listed in these tables
# Target sequence (Q8TD30 whole entry, looked up): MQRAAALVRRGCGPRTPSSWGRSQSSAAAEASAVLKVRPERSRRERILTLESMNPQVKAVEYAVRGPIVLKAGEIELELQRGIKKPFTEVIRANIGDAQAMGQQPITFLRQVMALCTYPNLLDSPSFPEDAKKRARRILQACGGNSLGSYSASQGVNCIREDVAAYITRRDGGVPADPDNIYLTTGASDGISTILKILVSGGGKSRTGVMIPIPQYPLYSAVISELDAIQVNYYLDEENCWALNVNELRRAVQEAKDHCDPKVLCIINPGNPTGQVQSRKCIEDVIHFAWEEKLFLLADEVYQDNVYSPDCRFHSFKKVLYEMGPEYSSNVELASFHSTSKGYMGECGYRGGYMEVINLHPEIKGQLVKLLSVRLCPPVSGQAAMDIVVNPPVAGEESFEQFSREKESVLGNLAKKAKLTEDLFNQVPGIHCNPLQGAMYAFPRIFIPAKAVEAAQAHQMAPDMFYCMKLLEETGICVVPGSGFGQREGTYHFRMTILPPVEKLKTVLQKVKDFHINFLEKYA
#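 Inhibition is scored from Amplex Red fluorescence generated when pyruvate oxidase and HRP act on pyruvate released by GPT2. Reactions contain 10ng/uL enzyme, 250uM a-KG and 2mM L-alanine and run 30 min at room temperature.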
# NIH3T3 tox – NIH 3T3 cell cytotoxicity. Potency, µM (titrated, usually from 96.7 µM), without a hit: top-dose activity change, negative = cytotoxicity, actives largely listed as inhibitors. NIH 3T3 viability, CellTiter-Glo ATP luminescence, 48-72 h. AID 1345082. actives 4.3% (n = 94,000); further: potency means the concentration at half of the fitted maximal effect; nearly all actives have a fitted effect of over 55% in size
#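 Cells were seeded at 400 per well, treated with pin-transferred compound, and kept 48 or 72 hr at 37 °C before CellTiter-Glo addition and luminescence imaging of cellular ATP.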
# Luciferase inh – inhibitors of firefly (Photinus pyralis) luciferase | purified P. pyralis luciferase, luminescence, biochemical | P08659 | actives 2.5% (n = 76,000) | AID 1347043 | Potency, µM (highest dose often 115 µM), inactives show top-dose activity change, negative = inhibition, actives largely listed as inhibitors; further: potency means the concentration at half of the fitted maximal effect; nearly all actives have a fitted effect of over 65% in size
#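 FLuc 10nM, D-luciferin 10uM, ATP 10uM, Mg acetate 10mM, Tris acetate pH 7.5, Tween/BSA; cpd qHTS; enzyme added last; CCD luminescence.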
# Starred values were filed as active, the others as inactive; i = inactive; ? = inconclusive; . = not tested or not shown; [ ] = dose if it differs, or a comment. Unless noted, the call rests on the fitted dose curve; in most records, active means well fitted curve in the direction sought with a large enough effect; inconclusive means small, poorly fitted or top-dose-only effect, or another doubt; inactive means no such curve, though single readings can be large; an effect the other way counts as inactive or inconclusive. Unless noted, on the % scale 0 is the no-effect control and ±100 the full control effect.
SMILES,SNCA viab count,IP6K1 inhibitor,HEK cytotox,SNCA expr inhib,GPT2 inhibitor,NIH3T3 tox,Luciferase inh
CC(=O)NC[C@H]1CCN(Cc2ccc(C#N)cc2)C[C@H]1N(C)C,-7%[12.5 µM],9,-15%,10%,0%,-2%,5%
O=C([C@@H]1C[C@H](F)CN1C(=O)c1cccs1)N1CCOCC1,-1%,7,22%,1%,i,4%,2%
CCN(Cc1ccc(C)o1)C(=O)c1cccc(CCC(C)(C)O)c1,-15%,1,-4%,-7%,-39%,-23%,0%
CCN1C(=O)C2CC3(CCN(C(=O)c4ccc(Cn5cncn5)o4)CC3)CN2C1=O (stereo not drawn),7%,-5,-7%,17%,1%,-14%,-3%
O=C(Nc1ccc(-c2nc3cc(NC(=O)c4ccc(Cl)cc4)ccc3o2)cc1)c1ccc(Cl)cc1,-6%,43,.,44%[activator],.,.,.
COCCn1cnc2ccc(-c3ccnn3C)nc2c1=O,14%[87.6 µM],10,-11%[230 µM],-1%[87.6 µM],-26%[88.5 µM],?,6%[230 µM]
Cn1ncc2c(C(=O)N3CCCCC3)cc(-c3ccccc3C(F)(F)F)nc21,.,-8,?,.,.,-38%,.
Cc1c(Cl)cccc1NC(=O)C1CCCN(c2ncnc3onc(C)c23)C1 (stereo not drawn),-6%,-11,.,-7%,.,.,.
Cc1cc(NC(=O)C2CCN(S(=O)(=O)c3cccc4nsnc34)CC2)ccc1Br,1%,-5,.,-3%,.,.,.
Cc1cnc(C(=O)N2CCc3nnc([C@@H]4C[C@@H](O)CN4C)n3CC2)cn1,-10%,-10,0%,8%,-7%,-3%,-2%
COc1cc(CN2CCC3(CC2)Cc2ccccc2CNC3=O)ccc1F,-2%,2,-12%,-10%,-8%,5%,.
CN(C)C[C@@H]1CN(Cc2cccnc2)C[C@H]1NC(=O)c1ccc2c(c1)OCO2,0%,3,-11%,2%,i,-11%,-13%
CCC1OC(=O)C(C)CC(C)C(=O)/C(C)=C/C(C)C(=O)/C=C/C1(C)O (stereo not drawn),-27%,-6,.,.,-3%[27.3 µM],.,.
CNC(C)c1cccc(C(F)(F)F)c1 (stereo not drawn),7%[87.6 µM],9,4%[172 µM],?,-15%[88.5 µM],-3%[138 µM],.
CCC1Oc2ccc(C)cc2N(CC(=O)NCCc2ccccc2)C1=O (stereo not drawn),-1%,4,.,1%,.,.,.
CCOc1ccc(-c2nonc2NC(=O)c2oc3ccc(Br)cc3c2C)cc1,-10%,29,.,?,.,.,.
CCOC(=O)CCNC(=O)N1C[C@@H](Oc2cccnc2)C[C@H]1C(=O)N1CCOCC1,4%,1,-5%,12%,i,2%,-5%
Cc1ccc(-c2ccc3nnc(CNC(=O)c4cc(C)ccc4C)n3n2)cc1,0%,-15,-11%,2%,i,-10%,0%
C[S+](=O)([O-])N1Cc2ccccc2OC2(CCN(C(=O)CCc3ccc(O)cc3)CC2)C1,1%,-1,0%,-5%,4%,i,.
Cc1ccc(NC(=O)CSc2cn(CC(=O)N3CCOCC3)c3ccccc23)cc1Cl,?,11,.,46%[activator],.,.,.
Cc1cc(C)cc(NC(=O)C(=O)NCC(c2ccc3c(c2)OCO3)N2CCOCC2)c1 (stereo not drawn),7%,-12,.,3%,.,.,.
O=C1CCN(C(=O)CCc2c[nH]c3ccccc23)CCCCCCN1,3%,-3,-9%,27%,-15%,-20%,-11%
CCOc1ccc(NC(=O)Cn2ccn(-c3ccc(F)c(F)c3)c(=O)c2=O)cc1,11%,9,.,11%,.,.,.
COc1ccc(C(=O)N2CCN(c3cc(C(F)(F)F)ncn3)CC2)cc1OC,-6%,2,-26%,-23%,i,-17%,0%
COCc1nc(C2CCCN(C(=O)c3cccc(C)c3)C2)no1 (stereo not drawn),16%[12.5 µM],12,0%,31%[activator],i,-10%,-8%
CCOC(=O)c1cccc(NC(=O)c2cc(C)nc3c2c(C)nn3-c2ccc(C)cc2)c1,8%,-4,.,?,.,.,.
CC(C)(C)c1ccc(-c2cc(C[C@H]3CNCC[C@H]3CC(=O)NCc3cccnc3)no2)cc1,11%,0,?,32%[activator],1%,20µM*,-8%
COc1ccc(CN2C=C(C(=O)OCc3nc(-c4cccc(OC)c4)no3)C(C)=NS2(=O)=O)cc1,-2%,0,-20%,1%,i,?,-20%
CCOC(=O)c1ccc(N2C(=O)c3n[nH]c(-c4ccco4)c3C2c2ccc(O)c(OCC)c2)cc1 (stereo not drawn),?,13,.,?,.,.,.
O=C(CSc1nccn1Cc1ccc(F)cc1)NCc1ccc(F)cc1,-2%,-4,.,-4%,.,.,.
CC1CCc2nc3ncn(CC(=O)Nc4cccc(C#N)c4)c(=O)c3cc2C1 (stereo not drawn),?,29,.,55%[activator],.,.,.
CCn1ccnc1CN1CCCC(CO)(Cc2cccc(Cl)c2)C1 (stereo not drawn),-4%,2,?,-9%,4%,?,0%
COc1ccccc1CN1C[C@@H](CO)[C@H](c2ccccn2)C1,-12%,-9,?,-11%,i,-22%,-3%
CCC(C)NC(=O)Cn1c(=O)ccc2cc(S(=O)(=O)N3CCCC3)ccc21 (stereo not drawn),1%,-3,.,51%[activator],.,.,.
Cc1csc2nc(-c3cccc(NC(=O)c4ccccc4F)c3)cn12,19%,19,.,57%[activator],.,.,.
Cc1ccc(C(=O)N2CCN(C(=O)c3nnn4c3COC(c3ccccc3)C4)CC2)cc1C (stereo not drawn),-13%,-1,?,?,5%,-19%,-7%
CCOC(=O)N1CCN(c2ncc3c(n2)CC(c2ccccc2O)CC3=O)CC1 (stereo not drawn),-3%,-2,.,-9%,.,.,.
c1cncc(CN2CCC(OC3CCN(Cc4ccncc4)CC3)CC2)c1,0%,1,0%,14%,4%,-7%,7%
O=C(c1ccccc1F)N1CCC(C(=O)N2CCC(c3nc4ncccc4[nH]3)CC2)C1 (stereo not drawn),7%,3,-17%,-2%,i,-5%,.
Cc1cccc(OCCSc2nc3ccc(NC(=O)c4cccs4)cc3s2)c1,6%,-5,.,3%,.,.,.
CCOC(=O)C1(Cc2ccc(F)cc2F)CCCN(C(=O)Nc2ccc3c(c2)OCO3)C1 (stereo not drawn),-9%,7,?,-3%,?,?,?
Cn1ccc(Nc2ccc3nnc(-c4ccccn4)n3n2)n1,-9%[87.6 µM],-14,-28%[172 µM],41%[activator][87.6 µM],i,?,-18%[172 µM]
Cc1ccc(CNc2nc(-c3ccco3)nn2C(=O)c2ccccc2[N+](=O)[O-])cc1,2%,-12,.,-10%,.,.,.
COc1cccc(-c2ccc(CN3CCCC(NC(=O)N(C)C)C3)cc2)c1 (stereo not drawn),9%,-5,?,48%[activator],i,?,.
CCOC(=O)c1cc(S(=O)(=O)Nc2ccccc2OCC)[nH]n1,1%,33,.,4%,.,.,.
CNC(=O)c1cnn2c1CN([S+](C)(=O)[O-])CC2,-3%[87.6 µM],15,i,2%[87.6 µM],-22%[88.5 µM],3%[174 µM],.
CC(=O)Nc1cccc(-c2cc(C(=O)NCc3c(C)cc(C)[nH]c3=O)c3c(c2)N(C(C)C)CCO3)c1,-21%,-21,?,-26%,3%,45µM*,12%
COCCn1c(CCC(=O)Nc2ccc(OC)c(OC)c2)nc2cccnc21,-9%,14,.,-7%,.,.,.
CNC(=O)c1noc([C@@H]2CC(F)(F)CN2Cc2cccn2C)n1,-2%,-2,2%,33%[activator],i,-9%,0%
CCc1nc2c(c(-c3ccc(O)cc3)n1)CCN(C(=O)c1ccc(C)cc1)CC2,-10%,13,i,-19%,i,-2%,.
O=C(NC1Cc2ccccc2C1)c1ccc2nnc(C3CCOCC3)n2c1,.,10,-5%,.,.,-30%,.
Cc1cc(C)c(NC(=O)C2CCN(c3nn4c(=O)cc(C)nc4s3)CC2)c(C)c1,13%,-15,.,7%,.,.,.

# 13 compounds out of the list, ordered by length of the SMILES, descending:
SMILES,SNCA viab count,IP6K1 inhibitor,HEK cytotox,SNCA expr inhib,GPT2 inhibitor,NIH3T3 tox,Luciferase inh
CC(=O)Nc1cccc(-c2cc(C(=O)NCc3c(C)cc(C)[nH]c3=O)c3c(c2)N(C(C)C)CCO3)c1,-21%,-21,?,-26%,3%,45µM*,12%
Cc1ccc(CNc2nc(-c3ccco3)nn2C(=O)c2ccccc2[N+](=O)[O-])cc1,2%,-12,.,-10%,.,.,.
CCOC(=O)C1(Cc2ccc(F)cc2F)CCCN(C(=O)Nc2ccc3c(c2)OCO3)C1 (stereo not drawn),-9%,7,?,-3%,?,?,?
Cc1cc(C)c(NC(=O)C2CCN(c3nn4c(=O)cc(C)nc4s3)CC2)c(C)c1,13%,-15,.,7%,.,.,.
CCc1nc2c(c(-c3ccc(O)cc3)n1)CCN(C(=O)c1ccc(C)cc1)CC2,-10%,13,i,-19%,i,-2%,.
CCC(C)NC(=O)Cn1c(=O)ccc2cc(S(=O)(=O)N3CCCC3)ccc21 (stereo not drawn),1%,-3,.,51%[activator],.,.,.
CCOC(=O)N1CCN(c2ncc3c(n2)CC(c2ccccc2O)CC3=O)CC1 (stereo not drawn),-3%,-2,.,-9%,.,.,.
COc1cccc(-c2ccc(CN3CCCC(NC(=O)N(C)C)C3)cc2)c1 (stereo not drawn),9%,-5,?,48%[activator],i,?,.
COCCn1c(CCC(=O)Nc2ccc(OC)c(OC)c2)nc2cccnc21,-9%,14,.,-7%,.,.,.
O=C(NC1Cc2ccccc2C1)c1ccc2nnc(C3CCOCC3)n2c1,.,10,-5%,.,.,-30%,.
COc1ccccc1CN1C[C@@H](CO)[C@H](c2ccccn2)C1,-12%,-9,?,-11%,i,-22%,-3%
CNC(=O)c1cnn2c1CN([S+](C)(=O)[O-])CC2,-3%[87.6 µM],15,i,2%[87.6 µM],-22%[88.5 µM],3%[174 µM],.
Cn1ccc(Nc2ccc3nnc(-c4ccccn4)n3n2)n1,-9%[87.6 µM],-14,-28%[172 µM],41%[activator][87.6 µM],i,?,-18%[172 µM]

# Bioassay records deposited in PubChem BioAssay by National Center for Advancing Translational Sciences (NCATS).

# Some of the compounds tested; count on the stated rates, not on these rows.
